From PubChem
HSF1 inh – HSF1 inhibition | NIH3T3-HGL HSE-luciferase, MG132-induced, luminescence 8 h; hits give low values | activity change, negative = inhibition, % at 7.5 µM (by protocol) | actives 0.77% (n = 300,000) | AID 2098;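 active = more than half of replicate wells show activity change below -50%, luminescence cut by over half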;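 note: luciferase reports HSF-1 transcriptional activity via heat shock element; 0% = median of DMSO wells and -100% = zero luminescence signal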
HSF1 activator – increases HSF-1 driven luciferase reporter signal; NIH3T3-HGL HSF-1 luciferase reporter, MG132, 8 h; 100% = twice DMSO control signal; activation, % at 9 µM; actives 1.7% (n = 300,000); AID 504408;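 active = mean replicate activation of at least 50% with a set share of replicates each reaching 50%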;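 note: 0% = median of the neutral control wells and 100% = twice that signal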
AI-2 QS mod – Vibrio harveyi AI-2 quorum sensing modulation; AID 2094; activity change, % at 7.5 µM; actives 0.4% (n = 300,000); Vibrio harveyi JMH597 AI-2 luminescence/OD600 ratio, 9 h; hits give low values; strain lacks LuxN and CqsS sensors; 0 = neutral-control median; in the data active = activity change below about -75%, passing the limit was not always enough;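 note: luminescence divided by OD600 gain over 9 h not by final OD600 alone; inactives centre near 13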
KLF5 inhibitor – kruppel-like factor 5 inhibition; DLD-1 KLF5 promoter-luciferase reporter, luminescence; inhibition, % at 5 µM; actives 0.23% (n = 290,000); AID 1700;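 active = inhibition above a per-plate limit of that plate's mean compound inhibition plus 3 SD, cut at about 60% in these data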;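 note: 0% = DMSO wells and 100% = LY294002 at 200 µM; higher means less KLF5 promoter-driven luciferase light; inactives centre near -14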
HIF activator – HIF pathway transcriptional activation; actives 0.32% (n = 300,000); U2OS HRE-luciferase reporter, luminescence; normalized: DMSO 0%, desferrioxamine 100%; activation, % at 7.5 µM (by protocol);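 active = mean activation of at least 10% of the iron chelator positive control signal, with at least half of replicates also reaching 10%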
aSyn UTR inh – 5' untranslated region of α-synuclein, MLPCN primary screen. inhibition, % (tested at 7.5 µM). actives 0.82% (n = 300,000). alpha-synuclein 5'UTR reporter, inhibitor activity; in the data active = inhibition above about 60%;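 note: H4 neuroglioblastoma cells stably carrying SNCA 5'UTR luciferase fusion; 0% = DMSO wells and 100% = positive control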
Platelet DG rel – platelet dense granule release activity; inhibition, %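 (compounds screened at 7.5 µM in platelet-rich plasma)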; human platelet-rich plasma, SFLLRN dense granule ATP release, luminescence; actives 0.22% (n = 300,000); AID 1663;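 active = mean replicate score, as percent of positive control, at or above 50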
HSP90 inh – HSP90 refolding inhibition in rabbit reticulocyte lysate. inhibition, % at 5.6 µM. AID 1789. actives 0.91% (n = 290,000). luciferase refolding luminescence, 3 h;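 active = inhibition above the screen-wide mean plus 3 SD, computed separately per campaign, cut at about 16% in these data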;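 note: 0% = DMSO wells and 100% = 60 µM geldanamycin wells; inhibitors lower the luminescence because luciferase stays unfolded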
IEC-6 tox – IEC-6 cytotoxicity, counter-screen for KLF5 inhibitors | inhibition, % at 5 µM | actives 0.78% (n = 290,000) | luminescence viability; in the data active = inhibition above about 22%;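 note: 0% = plate median of test compound wells and 100% = cytotoxic reference compound wells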
SKKanGAS inh – blocks kanamycin growth of S. pyogenes SKKanGAS strain; BacTiter-Glo, 6 h; inhibition, % at 7.5 µM; actives 1.3% (n = 300,000);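 active = mean replicate score, as percent of positive control median, at least 50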;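 note: strain carries kanamycin resistance gene driven by streptokinase promoter and grows in 40 µg/ml kanamycin; loss of luminescence reflects streptokinase promoter inhibition or plain growth inhibition; 0% = median of DMSO wells and 100% = positive control at its reference dose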
* hit, by the source's call; · = not tested or not shown.

Key to letters – A = HSF1 inh; B = HSF1 activator; C = AI-2 QS mod; D = KLF5 inhibitor; E = HIF activator; F = aSyn UTR inh; G = Platelet DG rel; H = HSP90 inh; I = IEC-6 tox; J = SKKanGAS inh
Compound: C=C(C)CNC(=O)c1ccc2nc(Cc3ccc(OC)cc3)oc2c1
  A: 11; B: 33; C: 14; D: -151; E: 11*; F: -178; G: 8; H: -5; I: -6; J: 2

Compound: Cc1cc2nc(SCCOC(=O)Nc3cccc(Cl)c3)nc(C)c2cc1C
  A: 0; B: 1; C: 29; D: -2; E: 0.2; F: -2; G: 2; H: 2; I: 3; J: ·

Compound: CC(=O)Oc1ccc(C(=O)Nc2cccc(C(=O)c3cccc(NC(=O)c4ccc(OC(C)=O)cc4)c3)c2)cc1
  A: -8; B: -18; C: 4; D: 3; E: -2.2; F: 25; G: 8; H: -2; I: 1; J: 9

Compound: Cc1cccc(C(=O)NCCc2ccccc2)c1
  A: 35; B: 43; C: 12; D: -150; E: 2.1; F: -112; G: 3; H: 2; I: -3; J: 0

Compound: Cc1cc(NC(=O)CSc2ccc3nnc(CCNC(=O)c4ccccc4)n3n2)no1
  A: ·; B: ·; C: 30; D: -21; E: ·; F: -24; G: 1; H: 1; I: -3; J: 13

Compound: O=C(CCl)NNc1nc(-c2ccccc2)c2cc(Cl)ccc2n1
  A: -4; B: 0; C: 7; D: -58; E: 0.9; F: 17; G: 8; H: -1; I: -6; J: 2

Compound: O/N=C1\CCCc2oc3c(c21)CCCC3
  A: -6; B: 2; C: 19; D: -16; E: -0.1; F: -7; G: -2; H: 5; I: 2; J: -3

Compound: CCOC(=O)c1c2n(c3ccc(O)cc13)CCCCC2
  A: -31; B: -45; C: 14; D: -13; E: 0.1; F: 5; G: 16; H: -1; I: 2; J: -5

Compound: O=C(Nc1ccc(N2CCOCC2)cc1)C1CCCN(S(=O)(=O)c2cccc(C(F)(F)F)c2)C1 (stereo unspecified)
  A: 0; B: 3; C: 8; D: -24; E: 0.8; F: -1; G: ·; H: 1; I: 5; J: -3

Compound: COCCn1c(SCC(=O)Nc2nnc(C)s2)nnc1-c1ccncc1
  A: -9; B: 10; C: 19; D: -17; E: -0.2; F: -16; G: 0; H: 1; I: 0; J: 3

Compound: CC(=O)Nc1ccc(S(=O)(=O)NC(C)c2ccccc2)cc1 (stereo unspecified)
  A: -6; B: -25; C: 16; D: -32; E: -0.8; F: -11; G: 2; H: 2; I: -1; J: -3

Compound: COc1ccc(C)cc1NC(=O)COC(=O)C1CC1
  A: -2; B: -3; C: 5; D: -4; E: 0.0; F: -3; G: -3; H: 2; I: 4; J: -10

Compound: O=C(Nc1cccc(-c2cnc3ccccc3n2)c1)c1ccco1
  A: -2; B: 4; C: 16; D: -36; E: 0.1; F: -80; G: -1; H: 0; I: -2; J: 7

Compound: COc1ccc(S(=O)(=O)N2CCCOC2CNC(=O)C(=O)NC2CCCC2)cc1 (stereo unspecified)
  A: -3; B: -11; C: 0; D: -53; E: -0.6; F: 12; G: -5; H: 1; I: 7; J: 2

Compound: CSc1nc(-c2ccco2)cc(C(F)(F)F)c1C#N
  A: 1; B: 4; C: 36; D: 10; E: 0.2; F: 7; G: 5; H: 9; I: 1; J: 3

Compound: Cc1ccc(NC(=O)COc2ccc(S(=O)(=O)N3CCOCC3)cc2)cc1
  A: -2; B: 15; C: 30; D: -3; E: 0.0; F: 5; G: -3; H: -4; I: 1; J: -13

Compound: COc1ccc(/C=C2\SC(N)=NC2=O)cc1
  A: 8; B: -9; C: 8; D: -68; E: -0.7; F: 7; G: 1; H: -4; I: 8; J: 1

Compound: Cc1onc(-c2c(F)cccc2Cl)c1C(=O)N1C=CC(C(F)(F)Cl)=NCC1
  A: -8; B: 11; C: 15; D: -1; E: -0.5; F: -5; G: -1; H: -2; I: 0; J: 0

Compound: COc1cccc(-c2cc(C(F)(F)F)c3c(N)c(C#N)sc3n2)c1
  A: 0; B: -8; C: 2; D: 11; E: 0.2; F: 25; G: -2; H: -1; I: 0; J: 8

Compound: Cc1ccc(-c2csc(N3CCN(c4cc5c(cc4Cl)nc(C)n5CCN4CCCCC4)CC3)n2)cc1
  A: -2; B: -7; C: 26; D: 0; E: 0.7; F: -8; G: 1; H: -3; I: 3; J: 12

Compound: Cc1ccnc(NC(=O)Nc2cccc(F)c2)c1
  A: 14; B: 24; C: -1; D: -137; E: -0.9; F: 27; G: 9; H: 13; I: 6; J: -4

Compound: O=C(Cn1nnc(-c2ccc3c(c2)OCO3)n1)NCc1ccccc1
  A: -9; B: 3; C: 3; D: -8; E: -0.4; F: -2; G: -7; H: 1; I: -9; J: 0

Compound: CCc1n[nH]c(=S)n1/N=C/c1cc(OC)cc([N+](=O)[O-])c1O
  A: -3; B: 5; C: 36; D: -52; E: -0.5; F: 4; G: 1; H: -3; I: 3; J: 3

Compound: COc1cc(OC)c(N(C)S(=O)(=O)c2cccc(C(=O)OCC(=O)NCc3ccco3)c2)cc1Cl
  A: 21; B: 26; C: 17; D: -15; E: -0.6; F: 5; G: -2; H: 0; I: 2; J: 5

Compound: COC(=O)c1ccc(N2CCN(CCNC(=O)Nc3ccc(OC)cc3)CC2)cc1
  A: 1; B: -2; C: ·; D: -32; E: 0.0; F: 3; G: 6; H: 2; I: -3; J: 3

As entered above.
COc1cc(OC)c(N(C)S(=O)(=O)c2cccc(C(=O)OCC(=O)NCc3ccco3)c2)cc1Cl in SKKanGAS inh shows 5
O=C(Cn1nnc(-c2ccc3c(c2)OCO3)n1)NCc1ccccc1 in HSF1 inh shows -9

By substructure: the compounds so far containing four or more nitrogen atoms (7)
Key to letters – A = HSF1 inh; B = HSF1 activator; C = AI-2 QS mod; D = KLF5 inhibitor; E = HIF activator; F = aSyn UTR inh; G = Platelet DG rel; H = HSP90 inh; I = IEC-6 tox; J = SKKanGAS inh
Compound: Cc1cc(NC(=O)CSc2ccc3nnc(CCNC(=O)c4ccccc4)n3n2)no1
  A: ·; B: ·; C: 30; D: -21; E: ·; F: -24; G: 1; H: 1; I: -3; J: 13

Compound: O=C(CCl)NNc1nc(-c2ccccc2)c2cc(Cl)ccc2n1
  A: -4; B: 0; C: 7; D: -58; E: 0.9; F: 17; G: 8; H: -1; I: -6; J: 2

Compound: COCCn1c(SCC(=O)Nc2nnc(C)s2)nnc1-c1ccncc1
  A: -9; B: 10; C: 19; D: -17; E: -0.2; F: -16; G: 0; H: 1; I: 0; J: 3

Compound: Cc1ccc(-c2csc(N3CCN(c4cc5c(cc4Cl)nc(C)n5CCN4CCCCC4)CC3)n2)cc1
  A: -2; B: -7; C: 26; D: 0; E: 0.7; F: -8; G: 1; H: -3; I: 3; J: 12

Compound: O=C(Cn1nnc(-c2ccc3c(c2)OCO3)n1)NCc1ccccc1
  A: -9; B: 3; C: 3; D: -8; E: -0.4; F: -2; G: -7; H: 1; I: -9; J: 0

Compound: CCc1n[nH]c(=S)n1/N=C/c1cc(OC)cc([N+](=O)[O-])c1O
  A: -3; B: 5; C: 36; D: -52; E: -0.5; F: 4; G: 1; H: -3; I: 3; J: 3

Compound: COC(=O)c1ccc(N2CCN(CCNC(=O)Nc3ccc(OC)cc3)CC2)cc1
  A: 1; B: -2; C: ·; D: -32; E: 0.0; F: 3; G: 6; H: 2; I: -3; J: 3
